Assay outcomes deposited in PubChem by National Center for Advancing Translational Sciences (NCATS).
Tau fluor counter – counter-screen for tau fibril formation inhibitors. tau K18 P301L (four-repeat tau fragment) Alexa594 fluorescence, heparin fibrillization. Potency, µM (doses to about 57.7 µM), without a hit: top-dose activity change, negative = decrease. 0.93% of 280,000 active. AID 1463; also: potency is read from the fitted curve at half-maximal effect; % is scaled to controls: 0 for no effect and ±100 for the full control effect; nearly all actives have a fitted effect of over 55% in size
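Human K18 P301L tau (15 uM unlabeled plus 0.24 uM Alexa 594-labeled, final) in 100 mM sodium acetate pH 7 was mixed with compound and 20 uM heparin and incubated 6 hr at 37 C.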
CBFb-RUNX1 inh – blocks binding between human CBF-beta and RUNX1; Potency, µM (doses to about 59.8 µM), without a hit: top-dose activity, negative = inhibition, actives largely listed as inhibitors; AlphaScreen CBFb-His/RUNX1-biotin binding, biochemical; Q01196+Q13951; 230,000 tested, under 10 active; AID 1477; also: % of control where 0% means no effect
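Inhibition was taken as any reduction in AlphaScreen signal from the CBF-beta–RUNX1 pair (His and biotin tags, 30 nM each), measured after compound (15 min) and bead (90 min) incubations at room temperature.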
NPSR antagonist – blocks cAMP signaling of the human neuropeptide S receptor; Q6W5P4; CHO-NPSR cells, cAMP TR-FRET, antagonist mode; Potency, µM (titrated, usually from 38.3 µM), without a hit: top-dose activity change, negative = inhibition, most hits filed as inhibitors; 1% of 220,000 active; AID 1461; also: potency is read from the fitted curve at half-maximal effect; % is scaled to controls: 0 for no effect and ±100 for the full control effect; nearly all actives have a fitted effect of over 50% in size; many of its hits are not listed in these tables
Target sequence (Q6W5P4 whole entry, looked up): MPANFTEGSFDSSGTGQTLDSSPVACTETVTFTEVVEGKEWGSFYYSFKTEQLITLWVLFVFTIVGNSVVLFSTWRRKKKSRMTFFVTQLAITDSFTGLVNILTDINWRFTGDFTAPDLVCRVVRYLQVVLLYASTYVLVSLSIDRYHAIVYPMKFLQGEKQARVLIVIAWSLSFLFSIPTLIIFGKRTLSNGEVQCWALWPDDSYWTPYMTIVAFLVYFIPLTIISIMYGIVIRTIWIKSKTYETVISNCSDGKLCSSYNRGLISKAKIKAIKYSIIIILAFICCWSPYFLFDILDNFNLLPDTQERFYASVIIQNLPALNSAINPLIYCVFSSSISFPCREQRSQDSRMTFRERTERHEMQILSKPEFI
Epigenetic derep – derepresses silenced GFP reporter in murine cells. murine LDR cells, GFP reporter derepression, 30 h. 0.2% of 280,000 active. Potency, µM (top dose mostly 53.9 µM), inactives show at the top dose GFP activation, usual class: activators; also: potency is read from the fitted curve at half-maximal effect; % of control where 0% means no effect; nearly all actives have a fitted effect of over 60% in size
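Murine LDR cells carrying a silenced, genomically integrated CMV-driven GFP reporter were exposed to compound for 30 hours at 37 C. After PBS washes, GFP-positive cells (20–120 um objects) were counted by laser-scanning microplate cytometry.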
GLA spleen mod – alpha-galactosidase A (human) modulation | Potency, µM (doses to about 80 µM), for inactives: top-dose activity change, negative = inhibition, actives largely listed as inhibitors | P06280 | human spleen homogenate, 4MU-alpha-Gal fluorescence, 40 min | AID 2107 | 0.008% of 240,000 active;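 also: potency is read from the fitted curve at half-maximal effect; 0% = enzyme with vehicle and -100% = no enzyme basal signal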
Target sequence (P06280 32-429 limits assumed): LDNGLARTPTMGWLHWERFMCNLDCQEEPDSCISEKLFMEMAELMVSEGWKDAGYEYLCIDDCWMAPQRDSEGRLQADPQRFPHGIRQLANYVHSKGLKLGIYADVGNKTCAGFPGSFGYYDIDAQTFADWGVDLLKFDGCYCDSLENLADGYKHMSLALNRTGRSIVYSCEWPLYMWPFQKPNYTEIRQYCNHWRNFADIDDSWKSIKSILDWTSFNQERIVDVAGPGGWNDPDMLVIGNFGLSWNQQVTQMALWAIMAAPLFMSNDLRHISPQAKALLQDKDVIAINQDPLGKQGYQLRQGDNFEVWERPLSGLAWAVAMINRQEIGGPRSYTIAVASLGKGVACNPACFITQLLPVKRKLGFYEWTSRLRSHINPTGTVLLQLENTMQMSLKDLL
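qHTS titration in buffer at pH 5.0. Alpha-galactosidase activity in spleen homogenate was measured via 4-methylumbelliferone release from 1 mM fluorogenic substrate after 40 min at 37C and a pH 10 stop. AC50 came from Hill fits of control-normalized data.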
Tau FP inhib – blocks human tau fibril formation measured by polarization | P10636 | K18 P301L tau heparin fibrillization, Alexa594 FP, 6 h | Potency, µM (series often up to 57.7 µM), inactives show at the top dose activity, negative = inhibition, usual class: inhibitors | 0.39% of 280,000 active | AID 1468; also: potency is read from the fitted curve at half-maximal effect; % is scaled to controls: 0 for no effect and ±100 for the full control effect; nearly all actives have a fitted effect of over 55% in size
Target sequence (P10636 561-689 P618L limits assumed): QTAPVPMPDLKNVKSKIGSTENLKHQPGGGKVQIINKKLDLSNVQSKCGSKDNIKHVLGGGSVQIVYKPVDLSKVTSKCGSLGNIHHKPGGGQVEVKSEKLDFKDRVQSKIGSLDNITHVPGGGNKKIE
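Human K18 P301L fragment (15 uM unlabeled plus 0.24 uM Alexa 594-labeled) in 100 mM sodium acetate pH 7 with compound, aggregation induced by 20 uM heparin for 6 hr at 37 C. ThT (30 uM) added for 1 hr, then Alexa 594 FP read.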
TR SRC2 fluor cs – counter-screen for TRb-SRC2 inhibitors: fluorescence interference. Potency, µM (top dose mostly 106 µM), for inactives: at the highest dose fluorescence change, negative = quenching. TRb/SRC2 Texas Red total fluorescence interference. 0.29% of 280,000 active; active = well fitted curve in either direction with a large enough effect; inconclusive = small, poorly fitted or top-dose-only effect; also: potency is read from the fitted curve at half-maximal effect; % is scaled to controls: 0 for no effect and ±100 for the full control effect
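Flags fluorescent or light-absorbing compounds by total fluorescence, S + 2P, at 555 nm excitation and 632 nm emission. Mixture: 20 nM Texas Red SRC2 peptide, 0.6 uM human TRb LBD, 1 uM T3, 5% DMSO; compound exposure 5 h at ambient temperature.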
TRb SRC2 PPI – inhibitors of human thyroid hormone receptor beta-SRC2 interaction | P10828 | TRbeta-SRC2 peptide binding, fluorescence polarization; receptor liganded with 1 µM T3 | Potency, µM (highest dose often 106 µM), without a hit: at the highest dose activity change, negative = inhibition, usual class: inhibitors | 0.065% of 280,000 active | AID 1469;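 also: potency is read from the fitted curve at half-maximal effect; plate controls were bound peptide for no effect and peptide without receptor for full effect; nearly all actives have a fitted effect of over 50% in size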
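Compounds were added to 0.6 uM TRb ligand-binding domain and 20 nM Texas Red-labeled SRC2 peptide in Tris buffer containing 1 uM T3, incubated 5 hr at ambient temperature, then read by fluorescence polarization.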
* = called active by the depositor; ? = inconclusive; . = no result given; & = joins results of further samples; [ ] = another dose, or the depositor's remark. Unless noted, calls follow the shape of the dose curve; as a rule, active = well fitted curve in the direction sought with a large enough effect; inconclusive = small, poorly fitted or top-dose-only effect, or another doubt; inactive = no such curve, though single readings can be large; an effect the other way counts as inactive or inconclusive. A portion of the library; count on the stated rates, not on these rows.

The line under a structure holds: Tau fluor counter | CBFb-RUNX1 inh | NPSR antagonist | Epigenetic derep | GLA spleen mod | Tau FP inhib | TR SRC2 fluor cs | TRb SRC2 PPI
C=CCN(CC=C)C(=O)Nc1cc(OC)ccc1OC
 : 1% | 3% | ? | -0.3% | -9% | 5% | 0% | -3%
Cc1ccc(C)c(C(=O)n2cnnc2N)c1
 : 2% | 6% | 13%[46.1 µM] | -1.1% | -4% | 1% | -1% | -16%
CCCc1cc(=O)[nH]c(SCC(=O)c2cc(C)n(C)c2C)n1
 : -13% | -3% | -7%[46.1 µM] | -8.1% | 7% | -2% | 0% | 0%
Cc1cccc(CC(=O)Nc2cc(=O)n(C)c(=O)n2C)c1
 : 0% | 4% | -1%[46.1 µM] | 0.0% | -3% | -2% | 0% | -4%
Cn1c(=O)c2[nH]cnc2n(-c2ccccc2)c1=O
 : 4% | 1% | -8%[46.1 µM] | -1.9% | 6% | 3% | -4% | -9%
CN(CCCNC(=O)c1cn(C)c2ccc(S(=O)(=O)N(C)C)cc2c1=O)c1ccccc1
 : ? | -27% | -6% | -1.0% | 2% | ? | 1% | -7%
O=C(OCc1ccccc1)N1CCOCCOCCN(C(=O)OCc2ccccc2)CCOCCOCC1
 : 5% | -3% | ? | 0.1% | 6% | 1% | 1% | 9%
COc1ccc(-c2ccc(CCC(=O)O)n2-c2ccccc2O)cc1
 : -9%&-17% | -29% | 0% | 7.1%&-1.0% | 3% | 7%&-10% | 6% | 12%
Cc1nc(SCC(=O)Nc2cc(C(N)=O)cc(C(N)=O)c2)c2c(C)c(C)sc2n1
 : 4% | ? | ? | 4.6% | 3% | -5% | 0% | 3%
CCCCNC(=O)CN1C(=O)NC(CCc2ccccc2)C1=O (stereo not given)
 : -6% | 1% | 24% | 1.1% | 0% | 1% | 4% | -1%
COc1ccc(CCn2c(C)c(C(C)=O)c(C(C)=O)c2C)cc1OC
 : -2% | 2% | 3% | -0.1% | -10% | -7% | -7% | 3%
CC1CCC(C(C)C)C(P(=O)(c2ccccc2)c2ccccc2)C1 (stereo not given)
 : . | 19% | . | . | 0% | . | 0% | 1%
COc1ccc(CC(=O)Nc2c3c(nn2-c2cccc(Cl)c2)CS(=O)(=O)C3)cc1
 : -14% | 0% | -10%[46.1 µM] | 0.0% | -9% | 6% | -4% | -14%
O=C(Nc1ccc2c(c1)OCCO2)C1CCN(C(=O)c2ccc(F)cc2)CC1
 : -7% | 2% | -14%[46.1 µM] | -3.2% | 4% | 2% | 0% | 3%
CSc1ccccc1NC(=O)COc1ccc(Cl)cc1
 : -28% | ? | -7% | -3.2% | -1% | 5% | -3% | -11%
Cc1ccc(S(=O)(=O)NNC(=O)c2ccccc2O)cc1
 : 10% | -14% | 20% | 1.0% | 3% | -7% | -3% | 7%
C=CCNC(=O)/C(C#N)=C/c1ccccc1[N+](=O)[O-]
 : -11% | 9% | 2% | -3.2% | -3% | 0% | -1% | 1%
COc1cc2c(cc1OC)C(C)=NC1(CCCCC1)C2
 : -7% | 6% | 5% | 1.1% | 28% | 12% | 0% | -1%
O=C(NCc1cccs1)N[C@@H](Cc1ccccc1)C(=O)O
 : -4% | -1% | -1%[46.1 µM] | 0.0% | 6% | 0% | 2% | 5%
N#Cc1cn(CC(=O)N2CCCC2)c2ccccc12
 : 2% | 8% | 3%[46.1 µM] | 1.7% | 3% | 5% | -1% | 3%
CCOC(=O)N1CCN(C(c2ccc(C)cc2)c2sc3nc(C)nn3c2O)CC1 (stereo not given)
 : 3% | -2% | 4% | 1.3% | -3% | -3% | -3% | 1%
NC(=O)CSc1ncnc2c1oc1ccccc12
 : -5% | 1% | ? | -1.0% | 1% | 4% | 1% | -1%
Fc1cccc(NCc2cn3ccccc3n2)c1
 : -6% | 13% | -2%[46.1 µM] | -1.7% | 5% | 12% | 1% | 10%
COC(=O)c1ccc(NC(=O)Cn2c(=O)nc(-c3ccccc3)c3ccccc32)cc1
 : -4% | . | . | -1.6% | . | -5% | -2% | -9%
Cc1ccc(SC(C)C(=O)NCC(C)C)cc1 (stereo not given)
 : 6% | -1% | -5%[46.1 µM] | -1.0% | 2% | 2% | 0% | 0%
CCN(CC)CCCNC(=O)c1ccc2c(Cl)c3c(nc2c1)CCCC3
 : -8%&-7% | 2% | 31% | 0.9%&-1.1% | -1% | -13%&-1% | -1%&-2% | -2%&3%
COc1cccc(Cn2nnc3c(=O)[nH]c(C4CCCN(C(=O)c5ccc(C)cc5)C4)nc32)c1 (stereo not given)
 : -6% | . | . | -1.1% | . | -4% | ? | -12%
O=P(COCCCCCOCP(=O)(c1ccccc1)c1ccccc1)(c1ccccc1)c1ccccc1
 : -5% | -1% | -59% | -1.2% | 5% | -11% | 0% | -3%
C/C=C/C(=O)OCC(=O)Nc1ccc(OC)c(OC)c1
 : -6% | -21% | -1% | -1.4% | -7% | 5% | -2% | -9%
O=C(c1ccc(S(=O)(=O)c2cccc(Cl)c2)c([N+](=O)[O-])c1)N1CCN(Cc2ccccc2)CC1
 : ? | ? | -9% | 0.9% | -14% | ? | 1% | 0%

As entered above.
CN(CCCNC(=O)c1cn(C)c2ccc(S(=O)(=O)N(C)C)cc2c1=O)c1ccccc1 in Epigenetic derep = -1.0%
CCCCNC(=O)CN1C(=O)NC(CCc2ccccc2)C1=O (stereo not given) in NPSR antagonist = 24%

Shown with each value named: 4 of the compounds above.
Cc1ccc(S(=O)(=O)NNC(=O)c2ccccc2O)cc1
  Tau fluor counter: 10% | CBFb-RUNX1 inh: -14% | NPSR antagonist: 20% | Epigenetic derep: 1.0% | GLA spleen mod: 3% | Tau FP inhib: -7% | TR SRC2 fluor cs: -3% | TRb SRC2 PPI: 7%

C=CCNC(=O)/C(C#N)=C/c1ccccc1[N+](=O)[O-]
  Tau fluor counter: -11% | CBFb-RUNX1 inh: 9% | NPSR antagonist: 2% | Epigenetic derep: -3.2% | GLA spleen mod: -3% | Tau FP inhib: 0% | TR SRC2 fluor cs: -1% | TRb SRC2 PPI: 1%

COc1cc2c(cc1OC)C(C)=NC1(CCCCC1)C2
  Tau fluor counter: -7% | CBFb-RUNX1 inh: 6% | NPSR antagonist: 5% | Epigenetic derep: 1.1% | GLA spleen mod: 28% | Tau FP inhib: 12% | TR SRC2 fluor cs: 0% | TRb SRC2 PPI: -1%

O=C(NCc1cccs1)N[C@@H](Cc1ccccc1)C(=O)O
  Tau fluor counter: -4% | CBFb-RUNX1 inh: -1% | NPSR antagonist: -1%[46.1 µM] | Epigenetic derep: 0.0% | GLA spleen mod: 6% | Tau FP inhib: 0% | TR SRC2 fluor cs: 2% | TRb SRC2 PPI: 5%

(cont.)
The line under a structure holds: Tau fluor counter | CBFb-RUNX1 inh | NPSR antagonist | Epigenetic derep | GLA spleen mod | Tau FP inhib | TR SRC2 fluor cs | TRb SRC2 PPI
COc1cc(/C=C/C(=O)O)cc(S(=O)(=O)NCCO)c1OC
 : 0% | 0% | 33% | 0.0% | -3% | 0% | -5% | 0%
COc1ccc2cc(Br)ccc2c1CC(=O)NCC1CCCO1 (stereo not given)
 : -6% | 5% | -13% | -0.3% | 3% | -4% | -5% | -1%
CC(=O)c1ccc(NC(=O)COc2ccccc2-c2nc(C)no2)cc1
 : -27% | . | . | -2.4% | . | ? | -2% | 4%
C=C[C@](C)(O)CCC1C(=C)CC(O)C2C(C)(C)CCCC12C (stereo not given in full)
 : -16% | . | . | 3.6% | 8% | -3% | -5% | -3%
Cc1cccc(Cn2cnc3c(oc4ccccc43)c2=O)c1
 : 0% | . | . | 0.0% | . | 1% | -18% | 3%
O=C1NC(Cc2c[nH]c3ccccc23)C(=O)N1Cc1cccc2ccccc12 (stereo not given)
 : ? | -3% | 4% | -0.9% | -4% | -2% | 4% | 3%
Cc1ccc(NC(=O)COC(=O)CN2C(=O)C3CCCCC3C2=O)cc1S(=O)(=O)N1CCOCC1 (stereo not given)
 : 6% | 1% | 15% | -1.3% | 5% | 0% | 0%[53 µM] | 4%[53 µM]
COc1ccc(CSc2cccc3cccnc23)cc1[N+](=O)[O-]
 : ? | -20% | 5% | ? | -4% | -5% | -9% | 5%
O=C1OCCN1C(=O)[C@H]1[C@H](c2ccc(Cl)cc2)C(c2ccccc2)=NN1c1ccccc1
 : ? | ? | . | -1.0% | -6% | 2% | -3% | 3%
CC(=O)N1N=C(c2ccc(C)cc2)OC1c1ccc(Br)cc1 (stereo not given)
 : 11%[2.34 µM] | 0% | -15% | -1.1% | 3% | -2% | 1%[53 µM] | 3%[53 µM]
c1ccc(-n2cnc3cc(NCc4cccs4)ccc32)cc1
 : ? | -23% | -8%[46.1 µM] | 1.1% | -2% | 9% | -3% | -1%
CCC(=O)Nc1ccc(C(=O)Nc2cc(C)on2)cc1
 : -3% | 2% | 3%[46.1 µM] | -3.0% | 0% | -7% | -2% | -5%
Nc1nncn1C(=O)CCCOc1ccccc1
 : 2% | 6% | -8%[46.1 µM] | 0.0% | 1% | -4% | -5% | -1%
O=C(Cc1ccc(NC(=O)N2CCSc3ncccc32)cc1)NCc1cccc(Cl)c1
 : 0% | . | . | -2.5% | . | 3% | -2% | -6%
Cc1cc(C(=O)N/N=C/c2c(C)[nH]c3ccccc23)n[nH]1
 : ? | 12% | -7% | -1.7% | -4% | ? | -3% | 3%
Cc1ccc(-c2nnn(CC(=O)N(CC(=O)NCC3CCCO3)c3ccccc3)n2)o1 (stereo not given)
 : 6% | 9% | -2%[46.1 µM] | -0.8% | 6% | 11% | 0% | -13%
COc1cc2c(cc1OC)C(COc1ccccc1OC)N(C(=O)c1ccco1)CC2 (stereo not given)
 : -12% | 4% | -6% | 0.9% | 6% | 17% | 0% | -3%
CCOc1ccccc1N(CC(=O)NCc1ccc(OC)cc1)S(C)(=O)=O
 : 10% | 5% | 6%[7.67 µM] | -4.4% | -7% | 3% | 2% | -6%
CCOC(=O)NC(=O)C(/C=N/c1sccc1C(=O)OC)=C(\C)O
 : 1% | 6% | -6% | -1.3% | 1% | -15% | 26% | ?
CCCCC(=O)Nc1cccc(NC(=S)NC(=O)COc2ccccc2Cl)c1
 : 10% | -2% | -12% | 0.0% | 2% | 7% | -5% | -5%
